Source: PubChem (The Scripps Research Institute Molecular Screening Center)
OX1R antag-1: blocks the human orexin 1 receptor; O43613; CHO/OX1R cells, Fluo-8 calcium fluorescence, orexin A; inhibition, % at 5 µM; 330,000 compounds, 0.43% hits; AID 434989;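 active means inhibition above its plate's threshold, mean inhibition of all tested compounds on the plate plus 3 SD, cut at about 37% in these data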;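 further: 0% = orexin A challenge wells and 100% = SB-334867-A antagonist wells; not every result past the cut was called active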
Target sequence (O43613 whole entry, looked up): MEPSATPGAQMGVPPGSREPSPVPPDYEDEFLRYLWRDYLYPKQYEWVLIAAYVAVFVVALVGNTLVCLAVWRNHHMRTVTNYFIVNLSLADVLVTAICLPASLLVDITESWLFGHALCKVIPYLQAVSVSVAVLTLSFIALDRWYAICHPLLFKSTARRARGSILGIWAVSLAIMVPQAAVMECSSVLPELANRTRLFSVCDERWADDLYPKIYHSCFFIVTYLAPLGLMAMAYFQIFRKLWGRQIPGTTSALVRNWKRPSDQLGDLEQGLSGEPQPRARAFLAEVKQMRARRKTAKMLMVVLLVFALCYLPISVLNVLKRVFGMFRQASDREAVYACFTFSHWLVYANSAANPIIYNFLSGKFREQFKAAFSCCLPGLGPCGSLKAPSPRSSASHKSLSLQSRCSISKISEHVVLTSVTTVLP
OX1R antag-2: antagonists of human orexin 1 receptor (OX1R). OX1R-expressing cells, FRET antagonist read-out. inhibition, % at 6.6 µM. 330,000 compounds, 1.8% hits. AID 485270; in the data active means inhibition mostly above about 38%, no sharp cut-off; inactive means mostly below about 40%;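 further: 0% = agonist challenge alone and 100% = reference antagonist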
Starred values were filed as active, the others as inactive.

A first look, 6 compounds:
cpd	compound	OX1R antag-2	OX1R antag-1
1	COC(=O)C(Cc1ccccc1)P(=O)(c1ccccc1)c1ccccc1 (stereo unspecified)	25	-29
2	COc1ccc(-c2cc(C(=O)N3CCCc4ccccc43)no2)cc1OC	13	-28
3	FC(F)Oc1ccc(NC(=S)NCCc2ccccn2)cc1	11	-17
4	CCc1ccc(CNC(=O)CC2C(=O)NCCN2Cc2ccccc2F)nc1 (stereo unspecified)	3	-33
5	COc1ccc(C(C)NC(=O)c2ccncc2)cc1OC (stereo unspecified)	13	-7
6	COC(=O)c1ccc(S(=O)(=O)N2CCOCC2)o1	-2	-6

The whole of this part, from the start:
cpd	compound	OX1R antag-2	OX1R antag-1
1	COC(=O)C(Cc1ccccc1)P(=O)(c1ccccc1)c1ccccc1 (stereo unspecified)	25	-29
2	COc1ccc(-c2cc(C(=O)N3CCCc4ccccc43)no2)cc1OC	13	-28
3	FC(F)Oc1ccc(NC(=S)NCCc2ccccn2)cc1	11	-17
4	CCc1ccc(CNC(=O)CC2C(=O)NCCN2Cc2ccccc2F)nc1 (stereo unspecified)	3	-33
5	COc1ccc(C(C)NC(=O)c2ccncc2)cc1OC (stereo unspecified)	13	-7
6	COC(=O)c1ccc(S(=O)(=O)N2CCOCC2)o1	-2	-6
7	COc1ccc2c(CC(=O)O)cc(=O)oc2c1	8	-12
8	COc1ccc(NC(=O)COC(=O)c2c3c(nc4ccccc24)CCCC3)cc1Cl	75*	14
9	COc1ccc(NC(=O)NCC(C)CSc2ccc(C)cc2)c(OC)c1 (stereo unspecified)	4	-28
10	CS(=O)(=O)N1CCC(Oc2ccccc2C(=O)NC(C2CC2)C2CC2)CC1	14	-31
11	CC(C)Cc1nc(N2CCOCC2)c(C#N)c2c1CCC2	3	-26
12	CCOC(=O)c1c(C)noc1-c1ccco1	7	-10
13	CCn1c(CC(=O)Nc2ccccc2)nnc1SCC(=O)NC1CCCC1	2	-33
14	COc1ccc(CCNC(=O)/C=C\c2ccccc2)cc1OC	13	-13
15	O=C1c2ccccc2C(=O)N1CCc1ccccn1	4	-17
16	CC(C)(C)Cc1nnc(NS(=O)(=O)c2ccc([N+](=O)[O-])cc2)s1	41	-9
17	CCN(CC)C(=S)NC(=O)C12CC3CC(CC(C3)C1)C2	28	-20
18	C=CCn1c(C(C)NC(=O)c2cccs2)n[nH]c1=S (stereo unspecified)	8	-6
19	COc1ccc(CNC(=O)Cn2nc(-c3ccc4c(c3)OCCO4)ccc2=O)cc1	13	-18
20	COc1cc(C(CC(=O)Nc2cccc(C)n2)N2Cc3ccccc3C2=O)cc(OC)c1OC (stereo unspecified)	9	-38
21	CNCC(O)Cn1c2c(c3ccccc31)CCCC2 (stereo unspecified)	6	-20
22	COc1ccc(NC(=O)c2sc3nc(N4CCCC4)c4c(c3c2N)CC(C)(C)OC4)c(OC)c1	21	-15
23	CC(C)c1nc(N2CCN(C(=O)c3ccco3)CC2)c(C#N)c2c1COC(C)(C)C2	12	-35
24	CC(C)CCn1c(SCC(N)=O)nc2c1c(=O)n(C)c(=O)n2C	4	6
25	COc1cccc(OC)c1C(=O)Nc1nnc(-c2cccs2)s1	9	-34
26	Nc1nc(NCCCN2CCOCC2)nc(Nc2ccccc2)c1[N+](=O)[O-]	27	-20
27	N#C/C(=C\c1c(Oc2ccccc2F)nc2ccccn2c1=O)C(=O)NC1CCS(=O)(=O)C1 (stereo unspecified)	89*	-17
28	COc1cc(Cl)c(C)cc1NC(=O)CSc1nc2ccccc2o1	4	-16
29	CC(C)NCCOCCSc1ccc(Cl)cc1	34	-16
30	CCOCCn1c(SCC)nc2c1c(=O)[nH]c(=O)n2C	14	-5
31	O=C(/C=C/Nc1ccc(F)cc1)c1cccs1	19	-12
32	CCNc1c([N+](=O)[O-])c(=O)n(CC)c2ccccc12	14	-27
33	O=C(CSc1ccc2nnc(-c3cccnc3)n2n1)Nc1ccc(F)cc1	29	1
34	Cc1ccc(C(=O)N2c3ccc(F)cc3CCC2C)o1 (stereo unspecified)	19	-24
35	CCOc1ccc2[nH]c3nc(SCC(=O)NC4CC4)nnc3c2c1	16	-2
36	Cc1nc2c(C#N)c[nH]n2c(=O)c1CCO	3	-17
37	COc1ccc(C)cc1S(=O)(=O)Nc1ccc2c(c1)OCO2	17	-22
38	CCCCc1ccc(/C(C)=N/Nc2cc(N3CCOCC3)nc(C)n2)cc1	6	-33
39	O=C1CN(c2ccccc2Cl)C(=O)CN1c1ccccc1Cl	12	-7
40	Cc1ccc(N2CC(C(=O)Nc3cccnc3)CC2=O)cc1 (stereo unspecified)	17	-5

Record cards, from the list above:
COc1cccc(OC)c1C(=O)Nc1nnc(-c2cccs2)s1 is listed as OX1R antag-2 = 9; OX1R antag-1 = -34
COc1ccc(CNC(=O)Cn2nc(-c3ccc4c(c3)OCCO4)ccc2=O)cc1 is listed as OX1R antag-2 = 13; OX1R antag-1 = -18

Carrying on.
cpd	compound	OX1R antag-2	OX1R antag-1
41	COC(=O)C1=C(C)Nc2nc(-c3ccccc3)nn2C1c1ccc(C)o1 (stereo unspecified)	22	-28
42	COc1cc(NS(=O)(=O)c2ccc(NC(C)=O)cc2)cc(OC)c1	15	9
43	CCC(C)(C)n1nnnc1C(c1ccc2ncccc2c1)N1CCCC(C)C1 (stereo unspecified)	18	-35
44	O=C(N/N=C/C(Br)=C/c1ccccc1)c1ccccc1F	15	-17
45	COc1ccc(N2CC(C(=O)Nc3c(C(N)=O)oc4ccccc34)CC2=O)cc1 (stereo unspecified)	-3	-18
46	O=C1N/C(=N/N=C/c2ccco2)SC1Cc1ccccc1 (stereo unspecified)	17	4
47	COc1ccccc1NS(=O)(=O)NC(=O)c1cn(C)c2ccccc12	13	-10
48	CCOC(=O)C1=C(NC(=S)NC(=O)c2ccccc2)c2ccccc2CC1(C)C	17	-17
49	COc1cccc(CCN2C(=O)C(=O)N([C@@H](CNCc3ccccc3)Cc3ccccc3F)C[C@@H]2C(C)(C)C)c1	20	-18
50	CCCCCCc1c(O)nc(SCC(=O)O)[nH]c1=O	22	-7
51	CCOC(=O)Cn1nc(-c2ccccc2)c2cnc3ccc(C)cc3c21	21	-20
52	O=C(NCCCN1CCOCC1)c1cc(S(=O)(=O)N2CCN(c3ccccc3)CC2)ccc1Cl	4	-35
53	C=CC[C@@H](CC(=O)N[C@@H](CO)Cc1ccccc1)C(=O)N[C@@H](COC(=O)[C@H](CC=C)CC(=O)OC(C)(C)C)Cc1c[nH]c2ccccc12	11	-12
54	COc1ccccc1-c1cc(C(=O)N/N=C/C=C/c2ccccc2[N+](=O)[O-])c2ccccc2n1	15	-27
55	COc1ccc(CNC(=O)COc2cc(O)c3c(c2)OC(C)(C)CC3=O)c(OC)c1	18	-21
56	CC(C)(C)OC(=O)CN1C(=O)NC(Cc2c[nH]c3ccccc23)C1=O (stereo unspecified)	2	-20
57	COc1cccc(C2NC(c3cccc(OC)c3O)C(C)C(=O)C2C)c1O (stereo unspecified)	-2	-26
58	CC(NC(=S)NC(=O)c1ccccc1)c1ccccc1 (stereo unspecified)	15	36
59	CC1(C)Cc2c(sc(NC(=O)COc3ccc(Cl)cc3)c2C#N)C(C)(C)N1	21	-16
60	O=C(CN1CCCC(O)C1)N1c2ccccc2Sc2ccc(C(F)(F)F)cc21 (stereo unspecified)	8	-25

Single values from the list.
CC(C)(C)OC(=O)CN1C(=O)NC(Cc2c[nH]c3ccccc23)C1=O (stereo unspecified) – OX1R antag-1: -20
COc1ccccc1NS(=O)(=O)NC(=O)c1cn(C)c2ccccc12 – OX1R antag-1: -10
COC(=O)C1=C(C)Nc2nc(-c3ccccc3)nn2C1c1ccc(C)o1 (stereo unspecified) – OX1R antag-2: 22
CCOC(=O)C1=C(NC(=S)NC(=O)c2ccccc2)c2ccccc2CC1(C)C – OX1R antag-1: -17

Other structures follow.
cpd	compound	OX1R antag-2	OX1R antag-1
61	CCOC(=O)C1CCN(S(=O)(=O)c2ccc(C)cc2)CC1	3	-28
62	COc1ccc(N2CCN(C(=O)CN(C)S(=O)(=O)c3cnc[nH]3)CC2)cc1	-3	-18
63	CCOC(=O)CN1C(=O)CN(c2ccc(C)cc2)C1=O	21	2
64	CCOc1ccc(NC(=O)CN(c2ccc(OC)cc2)S(=O)(=O)c2cccs2)cc1	4	0
65	COc1ccc(-c2ccc(C#N)c(SCC(=O)Nc3sc4c(c3C#N)CCC4)n2)cc1	24	-6
66	COc1cccc(NC(=S)N(CCCN2CCN(C)CC2)Cc2ccco2)c1	28	5
67	CCOC(=O)c1ccccc1NC(=O)c1cn(CC)c2nc(C)ccc2c1=O	22	-16
68	Cc1cc(NC(=O)/C=C/c2ccccc2)no1	6	-4
69	CN1CC(=O)N(CC(=O)Nc2ccc(Br)cc2F)C1=O	14	1
70	O=C(c1cnccn1)N(c1ccccc1)C1(C(=O)NC2CCCCC2)CCCCC1	23	-29
71	CCOc1ccc(-c2c(C#N)c(N)nc3sc(C(=O)c4ccccc4)c(N)c23)cc1	10	-15
72	Cc1cccc(N2CN(Cc3cccnc3)CNC2=S)c1	10	6
73	Cc1cc2c(c(SCC(=O)N(C)c3ccccc3)n1)C(=O)OC2	12	-17
74	Cc1ccc(S(=O)(=O)N/N=C/c2ccc(OCC(=O)N3CCOCC3)cc2)cc1	6	-16
75	COC(=O)c1nnn(-c2ccc(Cl)c(Cl)c2)c1C(=O)OC	3	-10
76	Cc1ccnc(NS(=O)(=O)c2ccc(NC(=O)C3CC=CCC3C(=O)O)cc2)n1 (stereo unspecified)	12	-19
77	O=C(CN1CCN(c2ccc(F)cc2)CC1)N(C1CCCC1)C1CCS(=O)(=O)C1 (stereo unspecified)	2	-12
78	COc1cc(C(=O)NCc2nnc(SCC(=O)N3CCCc4ccccc43)o2)cc(OC)c1OC	11	-24
79	O=C1CN(c2cc(Cl)cc(Cl)c2)C(=O)CN1/N=C/c1cccnc1	22	9
80	CCOc1ccc2c(c1)OC(c1ccc(OC)cc1)(C(F)(F)F)NC2=O (stereo unspecified)	-5	-35

Some of the entries above in a different format:
Each structure is followed by: OX1R antag-2	OX1R antag-1
[51] CCOC(=O)Cn1nc(-c2ccccc2)c2cnc3ccc(C)cc3c21
→ 21	-20
[52] O=C(NCCCN1CCOCC1)c1cc(S(=O)(=O)N2CCN(c3ccccc3)CC2)ccc1Cl
→ 4	-35

More structures.
cpd	compound	OX1R antag-2	OX1R antag-1
81	CC(C)OC(=O)c1ccc(COc2ccc3ccc(=O)oc3c2)o1	6	-8
82	Cc1cc(C)cc(C(=O)NC(CC(N)=O)c2ccc(N3CCC(Cc4ccccc4)CC3)c([N+](=O)[O-])c2)c1 (stereo unspecified)	31	-16
83	C[C@H](CO)N1C[C@H](C)[C@@H](CN(C)S(=O)(=O)c2ccc(Cl)cc2)Oc2ccc(NS(=O)(=O)c3ccccc3)cc2CC1=O	5	-25
84	CSc1ncc(CN2CCCCC2C(=O)Nc2ccc(Oc3ccccc3)nc2)cn1 (stereo unspecified)	13	-29
85	COCCN1C(=S)NC(c2cccc(C(F)(F)F)c2)C(C(=O)N2CCOCC2)=C1C (stereo unspecified)	-1	-18
86	CC(C)N(c1ccccc1)c1ccc(NC(=O)COC(=O)CCN2C(=O)c3cccc([N+](=O)[O-])c3C2=O)cc1	7	2
87	O=C(CSCc1c(F)cccc1Cl)NCc1cccnc1	30	-16
88	COc1cccc(CCc2nnc(CCC(=O)NC(C)Cc3cccs3)o2)c1 (stereo unspecified)	11	-33
89	CN1CCN(S(=O)(=O)c2ccc3c4c(cccc24)C(=O)N3)CC1	20	0
90	CC(C)CNC(=S)NC(=O)c1ccccc1Cl	-3	-6
91	CCOc1cccc(NC(=O)CSc2sc3c(O)cc(=O)[nH]c3c2C#N)c1	16	1
92	COc1ccc(CCn2c(=N)c(C(=O)NCc3ccco3)cc3c(=O)n4ccccc4nc32)cc1	47*	-8
93	CC12CCC(=O)N1C(C(=O)NNC(=O)COc1ccc(Br)cc1)CS2 (stereo unspecified)	15	-3
94	COc1cccc(-c2cc(C(=O)N3CCN(C(c4ccccc4)c4ccccc4)CC3)no2)c1	8	-20
95	COC(=O)C1=C(C(=O)c2ccc(C)cc2)C(c2ccccc2)n2nnnc2N1 (stereo unspecified)	27	-19
96	N=c1c(C(=O)NC2CCCC2)cc2c(=O)n3ccccc3nc2n1CC1CCCO1 (stereo unspecified)	50*	0
